# Screens as filed in PubChem BioAssay.
# OPRM1-OPRD1 ag: OPRM1-OPRD1 heterodimerization agonism; P35372+P41143; cells, luminescence; activation, % at 9.3 µM; actives 0.3% (n = 340,000); in the data active means activation above about 18%;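 further: 0% = vehicle-treated cells and 100% = reference agonist; values of inactives mirror those of a sister screen read the other way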
# DSG3 Ab inh: human desmoglein-3 autoantibody binding inhibition | binding (percent of control), % at 10 µM | actives 0.48% (n = 310,000) | P32926 | DSG3-coupled beads, scFv-anti-DSG3-GFP binding, flow cytometry; hits give low values;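 active means binding more than 3 SD below its plate's average and above zero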;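 further: hits lower antibody fragment binding to DSG3; some compounds called inactive have numbers as strong as hits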
# Wnt bcat act: activators of Wnt/beta-catenin signaling. actives 1.2% (n = 300,000). Wnt/beta-catenin reporter cell assay, activator, plate reader. activation, % at 9.35 µM; in the data active means activation above about 30%, passing the limit was not always enough;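 further: 0% = neutral control wells and 100% = positive control wells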
# RTF Ca sens inh: cardiac RTF calcium desensitization; inhibition, % at 7.15 µM; actives 0.12% (n = 340,000); IANBD-labeled cardiac RTF, Ca2+ fluorescence;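 active means inhibition above the mean inhibition of all tested compounds plus 3 SD, cut at about 17% in these data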;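 further: assay run at fixed EC70 calcium of 1.6 mM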
# V-ATPase pHluor: regulators of yeast V-ATPase proton transport | S. cerevisiae, pHLuorin cytosolic pH fluorescence | response, % at 10 µM | actives 0.37% (n = 350,000) | AID 504577; in the data active means response mostly above about 7.3%, no sharp cut-off; inactive means mostly below about 5.4%; further: actives read high; inactives centre near 0; some compounds called inactive have numbers as strong as hits; reference of the scale not given here
# Arr AP2 block: blocks beta-arrestin peptide binding to AP2 adaptin; FITC-arrestin peptide / GST-AP2 beads, flow cytometry; AP2 beta2 appendage carries R879A mutation; inhibition, % at 10 µM; actives 0.31% (n = 340,000);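 active means inhibition above a set limit, near 3 SD of compounds lacking own fluorescence, cut at about 54% in these data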;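 further: plate controls were DMSO wells for no effect and 5 µM unlabelled arrestin peptide for full effect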
#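 Test system: GST-tagged AP2 beta2-adaptin appendage (R879A) on 4 µm glutathione beads; also added: fluorescein-tagged arrestin peptide at 50 nM final; timing: 12 min plus 1 h, RT; signal: flow cytometry, FL1 (488/535 nm); read-out: percent drop in bead-associated FITC signal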
# Keap1-Nrf2 PPI: inhibitors of human Keap1-Nrf2 protein-protein interaction; Q14145; Keap1 Kelch-Nrf2 peptide fluorescence polarization, 1536-well; inhibition, % at 9.4 µM; actives 0.15% (n = 340,000); AID 504523; in the data active means inhibition above about 12%;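 further: human Keap1 Kelch domain with fluorescein labeled Nrf2 9mer peptide probe; 0% = neutral control wells and 100% = peptide positive control; higher means more block of Keap1 binding to Nrf2 peptide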
# Target sequence (Q14145 whole entry, looked up, the tested form may be a part): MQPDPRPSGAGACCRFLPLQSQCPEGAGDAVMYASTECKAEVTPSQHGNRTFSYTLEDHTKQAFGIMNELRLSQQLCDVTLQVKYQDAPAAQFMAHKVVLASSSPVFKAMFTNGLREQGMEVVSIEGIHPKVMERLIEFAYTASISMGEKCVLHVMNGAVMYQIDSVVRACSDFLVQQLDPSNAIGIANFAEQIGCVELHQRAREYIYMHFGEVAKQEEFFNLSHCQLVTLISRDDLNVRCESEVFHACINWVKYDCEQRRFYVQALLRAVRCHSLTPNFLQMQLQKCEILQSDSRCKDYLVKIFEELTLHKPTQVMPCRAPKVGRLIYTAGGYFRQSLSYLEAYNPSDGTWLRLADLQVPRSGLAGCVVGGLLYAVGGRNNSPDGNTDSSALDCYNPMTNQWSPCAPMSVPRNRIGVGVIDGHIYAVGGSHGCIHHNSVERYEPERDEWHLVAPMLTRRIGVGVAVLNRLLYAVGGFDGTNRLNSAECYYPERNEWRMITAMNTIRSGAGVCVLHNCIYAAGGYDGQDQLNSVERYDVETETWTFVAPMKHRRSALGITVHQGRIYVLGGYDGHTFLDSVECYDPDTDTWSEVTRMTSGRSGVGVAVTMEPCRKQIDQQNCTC
# OPRM1-OPRD1 inv: inverse agonists of human mu-delta opioid receptor heterodimerization; cell-based MOR-DOR heterodimer luminescence, inverse agonism; inhibition, % at 9.3 µM; actives 0.21% (n = 340,000); AID 504357; in the data active means inhibition above about 22%, passing the limit was not always enough;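 further: 0% = cells with DMSO and 100% = wells without cells with DMSO; values of inactives mirror those of a sister screen read the other way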
# C-LANA FP: blocks KSHV LANA C-terminal domain binding to DNA; MBP-C-LANA/FAM-LBS DNA binding, fluorescence polarization; actives 0.078% (n = 340,000); inhibition, % at 9 µM; AID 504423;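 active means highest replicate inhibition at or above 60% at 9 µM, even if other replicates fall short; inactive means all replicates below 60% inhibition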;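 further: 0% = neutral control wells and 100% = 4 µM acridine orange control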
# RTF Ca sens act: increases calcium sensitivity of human cardiac regulated thin filaments | P19429+P45379 | IANBD-labeled TnC RTF fluorescence at EC20 calcium; 0% EC20 calcium, 100% full calcium | activation, % at 7.2 µM | actives 0.24% (n = 340,000);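 active means activation above the mean over all tested compounds plus 3 SD, cut at about 30% in these data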;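 further: rise in fluorescence read as greater calcium sensitivity of cardiac thin filaments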
# An asterisk follows results filed as active; · = no result given. Compounds were not picked by outcome; any-hit rate near 3.1%.
SMILES,OPRM1-OPRD1 ag,DSG3 Ab inh,Wnt bcat act,RTF Ca sens inh,V-ATPase pHluor,Arr AP2 block,Keap1-Nrf2 PPI,OPRM1-OPRD1 inv,C-LANA FP,RTF Ca sens act
CC(C)c1ccc(NC(=S)Nc2ccc3cn[nH]c3c2)cc1,3.2,·,3,-10,-1,-27,-3,-15,-2.2,-4
CC(C)[C@H](NC(=O)N1CCn2c1nc1ccccc12)C(=O)NC1CCCCC1,·,100,-4,-3,-5,-7,-3,·,-1.1,2
O=C(c1ccc(Br)cc1)c1cc([N+](=O)[O-])ccc1N1CCCCC1,-0.3,·,·,8,6,5,-1,2,-0.4,-1
COc1cc(CNCCc2ccc(S(N)(=O)=O)cc2)ccc1OCC(=O)NC1CCCCC1,-1.3,103,-3,-2,-3,1,3,7,1.2,5
CCCCN(C(=O)C1CSC2(C)CCC(=O)N12)c1c(N)n(Cc2ccccc2)c(=O)[nH]c1=O (centres undefined),0.2,82,-2,-4,-2,10,-1,-1,-0.4,-4
O=C(CNc1ccccc1-c1ccccc1)NCc1ccccc1,-0.7,128,-7,0,-1,2,0,4,-1.4,-2
COc1cc(C(=O)NCCOc2ccccc2C)c(Br)c(OC)c1OC,-3.2,105,-5,-11,0,-2,3,15,0.1,5
CCOC(=O)N1CCC(N2Cc3cccc(C(=O)Nc4ccc(OCC)cc4)c3C2=O)CC1,-2.1,106,0,-4,-2,-11,-1,10,-1.1,0
CCCOc1ccc(N2CC(C(=O)Nc3ccccn3)CC2=O)cc1 (centres undefined),-1.8,100,·,-11,0,5,1,9,-2.0,-7
COCCNC(=O)c1onc(CSc2ccncc2)c1C(=O)NCCOC,-0.8,106,-2,3,3,-4,-7,4,-4.1,3
CCOC(=O)C1CCN(C(=O)CCc2ccc(S(=O)(=O)NCC(C)C)cc2)CC1,-0.7,111,1,-6,0,3,-2,4,3.8,3
O=C1N2CCSC2=NC1(Nc1ccccn1)C(F)(F)F (centres undefined),-0.2,111,·,0,8,-1,-1,1,-1.3,-1
O=C(Nc1ccccn1)c1ccc(Cl)c([N+](=O)[O-])c1,·,100,2,·,5,20,0,·,-0.2,·
CCOC(=O)N1CCN(Cc2nc3cc(NC(=O)c4cccs4)ccc3n2CC)CC1,-2.3,100,-1,2,2,4,-3,11,-0.9,4
Cc1cccn2c(=O)c(C=O)c(Nc3ccccc3)nc12,-2.1,·,·,-11,2,1,-1,14,0.6,-2
CCn1c(SC/C=C/c2ccccc2)nnc1-c1cnccn1,-0.5,94,·,-3,5,-10,-4,3,0.4,0
Cc1ccc(N2CCN(C(=O)c3cccs3)CC2)cc1C,-1.0,103,0,-11,1,11,1,5,0.1,5
CCC(Sc1ncccc1C(=O)OCCN1CCCC1=O)C(=O)NCc1ccco1 (centres undefined),-3.1,103,-1,-12,0,5,-5,17,-0.1,-3
O=C(CS(=O)(=O)Cc1ccccc1)Nc1ccccn1,-1.8,102,0,-12,-1,1,3,10,-0.5,-4
CC12CN(Cc3ccccc3)CC(C)(CN(Cc3ccccc3)C1)C2=NO,-2.4,106,·,5,0,-2,-5,14,2.4,0
O=C1COc2ccc(C(=O)COC(=O)CCSc3ccc(Cl)cc3)cc2N1,9.6,88,-2,-7,-2,25,2,-50,-0.5,0
CC(CCC(=O)O)(c1ccc(O)cc1)c1ccc(O)cc1,-3.3,102,4,-9,2,13,1,18,1.2,-1
CCc1ccc(NC(=S)N2CCCCCCC2)cc1,1.8,·,8,-14,0,13,0,-9,-1.6,-3
NS(=O)(=O)c1cccc(NC(=O)CSc2ncc(C(F)(F)F)cc2Cl)c1,0.0,107,-1,3,0,19,-4,0,-0.2,5
CCOc1cc(Br)c(Br)c(C=Nc2ccc(NC(C)=O)cc2)c1O,-0.8,87,-2,-7,-1,4,-1,5,1.1,-4
Cc1cc(Cl)cc2c(N=Nc3ccccc3C(=O)O)c(O)[nH]c12,-4.6,103,4,-7,1,-2,-1,21,-0.1,2
Cc1ccc(C(=O)Cc2nc3ccccc3[nH]2)cc1,-1.9,142,1,-1,-4,0,-4,12,-1.9,-6
CSc1ccc(S(=O)(=O)Nc2ccc(OCC(=O)N3CCOCC3)cc2)cc1,-3.7,101,-1,-10,-3,7,-4,19,-0.1,-2
COc1ccc(CCNC(=O)CSc2nnc(Cc3cccn3C)n2C)cc1OC,-5.6,87,-4,1,0,-1,1,28,0.4,-1
Cc1cccn2c(=O)c(C=O)c(Nc3ccc(S(N)(=O)=O)cc3)nc12,-3.0,86,·,2,1,33,0,14,-3.7,-2

# A stretch of the results above, as a working copy:
SMILES,OPRM1-OPRD1 ag,DSG3 Ab inh,Wnt bcat act,RTF Ca sens inh,V-ATPase pHluor,Arr AP2 block,Keap1-Nrf2 PPI,OPRM1-OPRD1 inv,C-LANA FP,RTF Ca sens act
CC(C)c1ccc(NC(=S)Nc2ccc3cn[nH]c3c2)cc1,3.2,·,3,-10,-1,-27,-3,-15,-2.2,-4
CC(C)[C@H](NC(=O)N1CCn2c1nc1ccccc12)C(=O)NC1CCCCC1,·,100,-4,-3,-5,-7,-3,·,-1.1,2
O=C(c1ccc(Br)cc1)c1cc([N+](=O)[O-])ccc1N1CCCCC1,-0.3,·,·,8,6,5,-1,2,-0.4,-1

# (more compounds)
SMILES,OPRM1-OPRD1 ag,DSG3 Ab inh,Wnt bcat act,RTF Ca sens inh,V-ATPase pHluor,Arr AP2 block,Keap1-Nrf2 PPI,OPRM1-OPRD1 inv,C-LANA FP,RTF Ca sens act
CCOc1ccc(NC(=O)CN(C)C(=O)C2CCCC2)cc1OCC,-0.8,92,-1,-8,2,-2,3,4,-0.7,6
O=C(NNc1ccccc1C(F)(F)F)c1cccs1,-1.3,·,-2,-3,-3,-8,-4,7,0.8,6
COc1cc(/C=C2\C(=O)N(CCC#N)N=C2C)ccc1OCC(=O)Nc1ccccc1,-2.2,97,65*,-5,-1,-2,-8,11,4.2,0
Cc1ccccc1Nc1c([N+](=O)[O-])ccc2nonc12,6.3,123,-2,-1,-2,8,-8,-29,-2.3,-8
COc1nc(N=C(N)N)nc2c(C)cccc12,-2.8,104,·,2,5,2,1,14,-2.2,4
C=CCn1c(SCC(=O)N2CCc3ccccc3C2)nc2ccccc2c1=O,0.6,97,·,1,-1,5,5,-3,1.5,-8
COc1ccc(N/C(N)=N/c2nc(C)cc(C)n2)c(OC)c1,-4.3,98,-1,-2,1,9,-3,22,-0.7,-8
Cc1ccc(C(=O)Nc2ncccc2O)o1,-3.6,104,14,8,6,11,0,18,0.0,-5
CCOC(=O)c1cnc(SC)nc1Oc1cccc(NS(=O)(=O)c2ccccc2)c1,-1.5,·,-1,6,1,11,-1,9,1.1,0
CC(C)(C)NC(=O)CSc1nncn1-c1ccccc1,1.4,93,·,3,-1,-7,-1,-9,-0.4,1
CN(C)C(=O)CCc1ccc2c3c([nH]c2c1)[C@]1(CCC2CCCC2)[C@@H](C(=O)N2CCOCC2)C[C@H](CC(=O)NCCc2ccccn2)C(=O)N1CC3,-2.1,98,-5,-3,-4,-8,4,10,3.5,-4
O=S(=O)(NCCS(=O)(=O)N1CCN(c2ccccc2)CC1)c1ccccc1,-1.4,·,-1,-7,1,-9,-2,7,12,-3
CCCN(C(=O)COC(=O)C12CCC(=O)N1c1ccccc1S2)c1c(N)n(Cc2ccccc2)c(=O)[nH]c1=O (centres undefined),-3.6,100,6,-6,3,4,-1,20,0.4,2
O=C(NCCc1ccccc1)C1CCCN(S(=O)(=O)c2cccnc2)C1 (centres undefined),-0.9,105,9,-3,2,1,-5,5,-2.1,11
Cc1ccc(O)c(NC(=O)C2CC(c3cccc(Br)c3)=NO2)c1 (centres undefined),2.6,94,-1,-6,-5,7,0,-12,6.7,7
Cc1c(/C(O)=C2/C(=O)C(=O)N(CCN3CCOCC3)C2c2cccnc2)cnn1-c1ccccc1 (centres undefined),-1.9,·,·,0,0,39,-2,8,0.2,-3
NC(=O)/C=C/C(=O)Nc1ccc(Cl)cc1,-2.9,73,3,4,0,15,-1,13,1.2,-6
O=C(O)c1cccc(S(=O)(=O)Nc2ccc(N3CCCCC3)cc2)c1,0.7,92,13,4,-2,-6,·,-3,·,-5
O=C(O)c1ccc(N2CCN(c3ccc(Cl)cc3)CC2)c([N+](=O)[O-])c1,-3.5,89,-1,-2,0,-10,3,16,0.3,-1
Cc1nnc(SCC(=O)O)s1,-1.9,89,0,-15,1,1,0,9,-0.8,2
CCN(CC)S(=O)(=O)c1ccc(N/N=C/c2cccnc2)nc1,0.9,97,0,3,2,7,-2,-5,-0.5,3
C=CC[C@H](CC(=O)N[C@H](CO)Cc1ccccc1)C(=O)N[C@@H](COC(=O)[C@H](CC=C)CC(=O)OC(C)(C)C)Cc1c[nH]c2ccccc12,1.5,102,-9,-2,-1,27,0,-9,0.0,3
Cc1ccc(/C=C/C(=O)O)cc1S(=O)(=O)NCC1CCCO1 (centres undefined),-0.7,97,0,8,1,-9,-1,4,-1.8,2
C=CCNC(=O)C1CC(=O)N(c2ccc(OCc3ccc(F)cc3)cc2)C1 (centres undefined),-1.3,99,37*,0,-3,6,2,6,-0.5,4
C#CCN1C(=O)C(O)(CC(=O)c2cc(OC)ccc2OC)c2ccccc21 (centres undefined),-2.5,102,-6,-4,-1,-12,0,14,0.6,3
COc1cc2c(cc1O)CCN(C(=O)CSc1nncn1C)[C@@H]2C,-1.0,98,1,-4,4,34,-2,5,-0.7,9
O=C(NCCNc1ccc([N+](=O)[O-])cc1)c1ccccc1Br,-2.7,109,·,-2,-2,2,-3,16,0.4,9

# Look-ups from the entries so far.
# For V-ATPase pHluor, `O=C(NNc1ccccc1C(F)(F)F)c1cccs1` has the entry -3
# For Keap1-Nrf2 PPI, `CCN(CC)S(=O)(=O)c1ccc(N/N=C/c2cccnc2)nc1` has the entry -2
